Source: PubChem (National Center for Advancing Translational Sciences (NCATS))
Pin1 inh: human Pin1 inhibition; Pin1 FP peptide displacement, HiFluor488, 10 min; Potency, µM (series often up to 115 µM), for the others: top-dose activity, negative = inhibition, actives largely listed as inhibitors; 390,000 tested, 0.009% active; active = well fitted inhibition curve with a large enough effect in the polarisation, with a control signal flat, not every such curve was filed as active; inconclusive = small, poorly fitted or top-dose-only effect, or effect the other way, or a change in a side signal; inactive = no such curve, though single readings can be large or run the other way; the % refers to the polarisation; also: % is scaled to controls: 0 for no effect and ±100 for the full control effect
Target sequence (Q13526 whole entry, looked up): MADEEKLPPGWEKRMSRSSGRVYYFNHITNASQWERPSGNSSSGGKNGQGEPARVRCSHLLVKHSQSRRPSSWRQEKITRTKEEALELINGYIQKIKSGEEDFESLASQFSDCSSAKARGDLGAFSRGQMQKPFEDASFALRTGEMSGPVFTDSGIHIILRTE
GLS inhibitor: blocks human kidney-isoform glutaminase activity; 410,000 tested, 0.21% active; O94925; GLS enzymatic activity, qHTS titration; Potency, µM (series often up to 45.5 µM), for the others: at the highest dose activity change, negative = inhibition, hits mostly inhibitors; also: % is scaled to controls: 0 for no effect and ±100 for the full control effect
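Assay buffer: 45 mM KH2PO4 pH 8.2, 0.02% Tween-20. hKGA acts on L-glutamine (1 mM solution added); product glutamate is reported by an oxidase/peroxidase Amplex Red coupling, with fluorescence taken at baseline and 30 min.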
HP1b chromo inh: inhibitors of HP1-beta chromodomain binding to methylated histone tails. AlphaScreen HP1-beta / biotin-H3K9me3 peptide binding. Potency, µM (doses to about 114 µM), inactives show at the top dose activity change, negative = inhibition, most hits filed as inhibitors. 390,000 tested, 0.56% active; also: nearly all actives have a fitted effect of over 70% in size; inactives centre near 23
Target sequence (P83916 whole entry, looked up): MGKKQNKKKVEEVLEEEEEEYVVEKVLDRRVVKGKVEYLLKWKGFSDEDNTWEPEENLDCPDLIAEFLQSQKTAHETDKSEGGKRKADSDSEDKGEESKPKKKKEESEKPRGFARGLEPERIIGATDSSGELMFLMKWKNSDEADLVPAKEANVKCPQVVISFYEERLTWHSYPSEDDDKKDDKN
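Compound inhibition of the preformed complex between 50 nM HP1-beta and 50 nM biotinylated H3K9me3 peptide was read by AlphaScreen. Buffer was PBS pH 7.4 with 0.01% Tween-20. Incubations ran 30 min at room temperature, with 10 ug/mL donor/acceptor beads.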
PGK inhibitor: blocks T. brucei phosphoglycerate kinase; P07378; PGK/GAPDH coupled, Kinase-Glo luminescence, 60 min; Potency, µM (highest dose often 57.5 µM), without a hit: at the top dose activity change, negative = inhibition, actives largely listed as inhibitors; 380,000 tested, 0.043% active; AID 602233; also: % is scaled to controls: 0 for no effect and ±100 for the full control effect; nearly all actives have a fitted effect of over 60% in size
Target sequence (P07378 whole entry, looked up): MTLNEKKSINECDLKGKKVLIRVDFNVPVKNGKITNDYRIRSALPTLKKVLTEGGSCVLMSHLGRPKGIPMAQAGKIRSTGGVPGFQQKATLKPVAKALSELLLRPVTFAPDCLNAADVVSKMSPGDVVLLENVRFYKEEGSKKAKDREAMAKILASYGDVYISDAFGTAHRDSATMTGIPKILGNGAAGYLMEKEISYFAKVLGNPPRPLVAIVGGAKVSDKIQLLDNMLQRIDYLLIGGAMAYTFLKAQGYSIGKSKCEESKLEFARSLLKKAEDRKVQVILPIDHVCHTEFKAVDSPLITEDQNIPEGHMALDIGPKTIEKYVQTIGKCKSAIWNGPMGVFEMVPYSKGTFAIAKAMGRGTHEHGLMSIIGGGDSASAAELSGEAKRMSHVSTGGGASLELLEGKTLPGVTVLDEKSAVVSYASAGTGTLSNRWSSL
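Recombinant glycosomal PGK reaction used 1,3-bisphosphoglycerate generated in-well by GAPDH (100nM final) in 100mM TEA pH 7.6, 5mM MgCl2, 0.01% Tween-20. After 60 minutes at room temperature, ATP was read by Kinase-Glo Plus luminescence end-point.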
JMJD2A Tudor: JMJD2A Tudor domain (human) inhibition | 390,000 tested, 4.4% active | Potency, µM (highest dose often 114 µM), without a hit: top-dose activity change, negative = inhibition, most hits filed as inhibitors | AlphaScreen JMJD2A-Tudor / H3K4me3 peptide binding | O75164; also: % is scaled to controls: 0 for no effect and ±100 for the full control effect; nearly all actives have a fitted effect of over 50% in size
POLI inh: blocks human DNA polymerase iota activity; Q9UNA4; Pol iota fluorescent replication assay, 10 min; Potency, µM (highest dose often 115 µM), for the others: at the highest dose activity, negative = inhibition, actives largely listed as inhibitors; 390,000 tested, 1% active; AID 588590
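Pol iota at 10 nM preincubated 15 min with compounds at room temperature; reaction started with fluorescent substrate, 50 nM final. Fluorescence read kinetically at 0 and 10 min; buffer-only wells as negative control.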
G9a inh: G9a (human) methyltransferase inhibition; 350,000 tested, 8.8% active; Q96KQ7; AID 504332; G9a H3K9 monomethylation, AlphaScreen, 2 h; Potency, µM (doses to about 102 µM), without a hit: at the highest dose activity, negative = inhibition, usual class: inhibitors; also: % is scaled to controls: 0 for no effect and ±100 for the full control effect; nearly all actives have a fitted effect of over 75% in size
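Signal arises when biotinylated H3K9 peptide, once monomethylated, bridges streptavidin donor and antibody-captured acceptor beads. Enzyme at 20 nM was preincubated 15 min with test compounds; peptide 500 nM and SAM 20 uM then reacted for 2 h.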
BAZ2B block: blocks human BAZ2B; Q9UIF8; AlphaScreen BAZ2B-H3K14Ac peptide displacement; Potency, µM (series often up to 114 µM), for inactives: top-dose activity change, negative = inhibition, usual class: inhibitors; 360,000 tested, 4.4% active; AID 504333; also: % is scaled to controls: 0 for no effect and ±100 for the full control effect; nearly all actives have a fitted effect of over 60% in size
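BAZ2B 50 nM plus b-H3(5-23)K14Ac 50 nM, PBS pH 7.4/0.01% Tween-20, 30 min RT; compound added (max 110 uM), 30 min RT; streptavidin donor/Ni-chelate acceptor beads 10 ug/mL final, 20 min dark; AlphaScreen read.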
BLM inh: Bloom syndrome helicase (human) inhibition; Potency, µM (doses to about 56.1 µM), for inactives: top-dose activity change, negative = inhibition, usual class: inhibitors; recombinant BLM DNA unwinding, fluorescence dequenching; 350,000 tested, 0.2% active;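 also: plate controls were vehicle for no effect and no enzyme for full effect; nearly all actives have a fitted effect of over 35% in size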
The depositor's hits bear a star; i = inactive; ? = inconclusive; . = no result given; & = joins results of further samples; [ ] = dose if it differs, or a comment. Unless noted, calls follow the shape of the dose curve; as a rule, active = well fitted curve in the direction sought with a large enough effect; inconclusive = small, poorly fitted or top-dose-only effect, or another doubt; inactive = no such curve, though single readings can be large; an effect the other way counts as inactive or inconclusive. Potency is read from the fitted curve at half-maximal effect. Only part of the results is shown; the hit share may differ from the screen's.

Results follow in this order: Pin1 inh	GLS inhibitor	HP1b chromo inh	PGK inhibitor	JMJD2A Tudor	POLI inh	G9a inh	BAZ2B block	BLM inh
(1) O=C(C=Cc1ccccc1)c1ccc([N+](=O)[O-])cc1
 : -5%	-17%	-20%	-11%	-33%	?	.	.	.
(2) COC(=O)CN(c1cccc(C(C)=O)c1)S(C)(=O)=O
 : -3%	1%	3%	.	-12%	19%	?	2%	0%
(3) CC1(C)C2CCC1(CS(=O)(=O)N1CCN(c3ccc(F)cc3)CC1)C(=O)C2 (stereo not given)
 : -3%	3%	39%	-9%	-16%	57%[activator]	.	?	-2%
(4) O=S(=O)(Nc1nc2n(n1)C(c1ccccc1)C=C(c1ccc(Cl)cc1)N2)c1ccccc1 (stereo not given)
 : ?	-16%	55%[activator]	-11%	-5%	-19%	?	79µM*	-2%
(5) Cc1cccnc1NC(=O)CSc1nnc(COc2ccc(C(C)C)cc2)n1C
 : 2%	-16%	40%[activator]	i	-4%	-7%	-14%	7%	4%
(6) Nc1nc2ccc(C(=O)NC3CCCCC3)cc2s1
 : 0%	-9%	42%[activator]	-6%	0%	-6%	8%[59 µM]	-1%	-1%
(7) COc1cccc(Nc2cc(N3CCOCC3)c3nonc3c2[N+](=O)[O-])c1
 : -11%	0%	22%	3%	5%	9%	?	?	-3%
(8) CN1C(=O)c2oc3ccccc3c(=O)c2C1c1ccccn1 (stereo not given)
 : -5%	5%	38%	-11%	32µM*	12%	28µM*	?	0%
(9) C/C(Cc1ccccc1)=N\NC(=O)CCCCCC(=O)N/N=C(\C)Cc1ccccc1
 : 1%	17%	40%[activator]	7%	-30%	3%	3%	-35%	-1%
(10) O=C(NC(=S)Nc1ccccc1[N+](=O)[O-])c1ccccc1Cl
 : 4%	0%	?	11%	?	48%[activator]	.	?	-3%
(11) O=C(CCCOc1ccccc1)Nc1nc2ccccc2[nH]1
 : 1%	-2%	22%	2%	-11%	84%[activator]	-3%	-13%	-1%
(12) COc1ccccc1NC(=O)CSC1=NCCN1
 : -3%	-3%	57%[activator]	i	-11%	11%	?	-23%	3%
(13) C=CCNc1nc(-c2ccc(Cl)cc2)cs1
 : 2%	3%	-10%	-2%	-13%	-1%	-14%	?	-8%
(14) CNc1nc(N)c(C(=O)C(C)(C)C)s1
 : -8%	11%	6%	5%	-24%	-6%	-18%[59 µM]	-9%	0%
(15) CC1CN=C(c2ccccc2)O1 (stereo not given)
 : 1%	3%	23%[57 µM]	-3%	-6%	-7%	.	.	.
(16) CSc1cccc(NC(=O)CNC(=O)c2ccc3c(c2)OCO3)c1
 : 8%	0%	28%	-3%	-8%	21%	-1%	9%	.
(17) CC1CC1c1ccc(/C=C(\C#N)C(=O)Nc2cc(Cl)ccc2Cl)o1 (stereo not given)
 : ?	0%	19%	i	-12%	-5%	?	0%	-3%
(18) Cc1cc2c(nn1)CCc1c-2no[n+]1[O-]
 : 1%	4%	18%	-2%	-5%	27%	-43%	1%	2%
(19) Cc1cc(C(=O)NNC(=O)CN2C(=O)NC3(CCCCC3)C2=O)c(C)o1
 : 5%	16%	39%[activator]	i	3%	-4%	16%[12.7 µM]	11%	.
(20) Cc1cccc(C)c1OC(=O)Cc1ccccc1[N+](=O)[O-]
 : -1%	6%	46%[activator]	-7%	-23%	36%[activator]	21%[2.33 µM]	2%	-4%
(21) Cc1cccc(N2CCN(C(=O)c3cc(S(=O)(=O)N4CCC(C)CC4)cn3C)CC2)c1C
 : 10%	7%	7%[57 µM]	i	?	-9%	-2%[59 µM]	?	-15%
(22) O=C(CC(=O)N/N=C/c1c(Cl)cccc1Cl)NCc1cccnc1
 : -4%	0%	18%	-3%	-2%	6%	39%[activator]	2%	1%
(23) O=C(Nc1ccncc1Cl)c1ccncc1
 : -6%	-1%	21%	-7%	-17%	53%[activator]	72%[activator]	0%	0%
(24) COc1ccc(C(=O)N/N=C/c2c(C)nn(-c3ccccc3)c2OC)cc1
 : -1%	-9%	29%	-8%	0%	-14%[58.9 µM]	.	.	.
(25) CCC(C)OC1OC(CO)C(O)C(O)C1NC(C)=O (stereo not given)
 : -3%	4%	37%	2%	-6%	33%[activator]	2%	8%	6%
(26) CCc1nc2scc(-c3ccccc3)c2c(=O)n1N
 : -4%	-5%	16%	-3%	-21%	-10%	?	4%	-1%
(27) Cc1ccc(C)c(CNC(=O)c2cnc3sc(N4CCCC4)nn3c2=O)c1
 : -4%	1%	-2%	-7%	-10%	25%	3%[59 µM]	-1%	1%
(28) CCS(=O)(=O)N1CCC(N2CCN(c3ccccc3)CC2)CC1
 : 3%	12%	24%	-7%	-21%	18%	-10%	11%	-3%
(29) CCOc1ccc(N2CC(C(=O)Nc3ccncc3)CC2=O)cc1 (stereo not given)
 : 1%	1%	16%	-4%	-14%	147%[activator]	4%[59 µM]	?	1%
(30) S=C(NN=Cc1ccccn1)N(Cc1ccccn1)Cc1ccccn1
 : 11%	30%	?	-3%	20µM*	-4%	.	.	.
(31) O=C(NCc1ccccc1)c1cnc(-c2ccccn2)nc1C(F)(F)F
 : 0%	-2%	66%[activator]	3%	-3%	-6%	12%[12.7 µM]	4%	-1%
(32) Cc1cc(C)c(S(=O)(=O)N2CCOC2CNC(=O)C(=O)NCCCn2ccnc2)c(C)c1 (stereo not given)
 : -1%	0%	35%	-11%	50µM*	22%	.	13µM*	-3%
(33) CC1OC(OC2C(CO)OC(OC3C(CO)OC(O)C(O)C3O)C(O)C2O)C(O)C(O)C1N[C@@H]1C=C(CO)[C@@H](O)C(O)[C@H]1O (stereo not given in full)
 : 0%	-5%	47%[activator]	-10%	-10%	-8%	20%[12.7 µM]	10%	2%
(34) CC1(C)C=Cc2c(ccc3c2OC[C@H](c2ccc(O)cc2O)C3)O1
 : ?	19%	-20%	1%	50µM*	6%	4%[2.33 µM]	50µM*	.
(35) CCOC(=O)C1=C(COc2ccccc2)NC(=O)NC1c1ccc2ccccc2c1 (stereo not given)
 : 8%	1%	26%	-6%	-16%	?	.	.	.
(36) Cc1cccc(C)c1Nc1nnc(SCC(=O)NC2CCS(=O)(=O)C2)s1 (stereo not given)
 : -3%	6%	19%	8%	-11%	9%	?	-2%	-7%
(37) Cc1c(NC(=O)Nc2ccccc2C(F)(F)F)c(=O)n(-c2ccccc2)n1C
 : -3%&4%	6%&-1%	34%&24%	-9%	0%&-6%	43%&3%[activator]	-7%	6%&-7%	-2%&1%
(38) Cc1cc(NC(=O)CSc2nc(N)c(NC(=O)c3ccco3)c(=O)[nH]2)no1
 : -10%	11%	-1%	-8%	?	7%	.	-12%	3%
(39) CCN(CC)C(=O)Nc1ccc2c(c1)N(Cc1ccccc1)C(=O)c1ccccc1S2
 : 73%[activator]	6%	28%	i	-2%	5%	-45%[59 µM]	-2%	-7%
(40) COc1ccc(N(CC(=O)Nc2cccc(Cl)c2C)S(=O)(=O)c2c(C)nn(C)c2C)cc1
 : -6%	3%	43%[activator]	-2%	-5%	-16%	3%[59 µM]	.	-1%
(41) COc1ccc(-c2c(C#N)c(SCC(=O)Nc3ccccc3)nc3c2CCCC3)cc1
 : 13%	2%	-20%	5%	-6%[11.4 µM]	?	.	.	.
(42) Cc1nc(-c2ccc(F)cc2)c(CC(=O)Nc2ccc(C)c(S(=O)(=O)N3CCOCC3)c2)s1
 : ?	15%	12%[57 µM]	i	-31%	34%[activator]	.	?	-4%
(43) CCCOc1ccc(N2C(=O)CC(N(CCc3ccc(OC)c(OC)c3)C(=S)Nc3ccccc3)C2=O)cc1 (stereo not given)
 : 8%	8%	34%	4%	-7%	2%	30%[59 µM]	13%	-3%
(44) CCc1nc(SCC(=O)N2CCc3ccccc32)c2oc3ccccc3c2n1
 : -1%	-7%	16%[57 µM]	-10%	3%	-1%	.	.	.
(45) CC1(C(=O)NC2CCCC2)CCC(=O)N1Cc1ccc2c(c1)OCO2 (stereo not given)
 : 0%	4%	7%	-8%	-4%	3%[58.9 µM]	3%	-2%	0%
(46) COCc1cc(C)nc(OC)c1C(N)=O
 : -7%	-8%	23%	-3%	-3%	19%	7%	-14%	-4%
